TDP2 inh = human TDP2 enzyme inhibitors, primary screen, biochemical, epi absorbance, recombinant enzyme; hit rate 0.34% among 370,000; inhibition, % at 12.8 µM; AID 720702, 2013; T5PNP hydrolysis, p-nitrophenol absorbance 415 nm;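 active = inhibition above the mean of all tested compounds plus 3 SD, set per campaign, cut at about 25% in these data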;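 also: 0% = DMSO with enzyme and 100% = buffer with substrate but no TDP2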
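Assay system: Recombinant human TDP2 | Quantity: 120 nM TDP2 per well | Incubation: 2 h at 37 °C | Signal: Epi absorbance | Evaluation: Percent inhibition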
TCR-CD3 inh = inhibitors of human TCR-CD3 interaction, primary screen, biochemical, fluorescence, TAMRA-labeled TCR probe. AID 651800, 2012. inhibition, % at 9.4 µM. hit rate 0.37% among 360,000. T-cell receptor (TCR); in the data active = inhibition above about 19%;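 also: recombinant mutant TCR 2C K166C tagged with TAMRA read by polarization; 0% = receptor in buffer alone and 100% = receptor with positive control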
ABHD4 inh = ABHD4 inhibitors, primary screen, biochemical, fluorescence polarization, mouse; AID 720543, 2013; hit rate 0.54% among 370,000; inhibition, % at 8.92 µM; (Lyso)-N-acylphosphatidylethanolamine lipase (Mus musculus), Q8VD66; purified mABHD4, FP-Rh probe fluorescence polarization;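 active = inhibition exceeding the mean over every tested compound plus 3 SD, cut at about 30% in these data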;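 also: 0% = plate median of compound wells and 100% = S159A mutant with DMSO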
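assay system = mABHD4 protein | compound dosing = single nominal dose of 8.92 µM, 0.89% DMSO final | read-out basis = percent inhibition of probe binding, normalized to plate controls | schedule = Enzyme–compound pre-incubation 45 min, then probe 60 min, both 25 °C | detection = fluorescence polarization, excitation 525 nm, emission 598 nm, BODIPY TMR filters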
DDE Tn7 FP inh = inhibitors of Tn7 peptide binding to fibrin DD(E), primary screen, biochemical, fluorescence polarization, human fibrin, Tn7 probe | Fibrinogen beta chain (Homo sapiens), P02675 | FP displacement of FITC-Tn7 peptide from fibrin DD(E); 0% = median of compound wells per plate | inhibition, % at 8.3 µM | hit rate 0.13% among 370,000 | AID 720508, 2013;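 active = inhibition above the mean of compounds falling within the control limits plus 3 SD of them, cut at about 14% in these data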;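 also: 0% = plate median of compound wells and 100% = 10 µM Aha-Tn7 peptide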
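Assay system: human fibrin DD(E). Input: DD(E) 2 µM final. Medium: Tris buffer with calcium and detergent, pH 7.8. Compound dosing: single point at 8.3 µM. Timing: 10 min plus 3 h, room temperature. Technique: fluorescence polarization of the labelled Tn7 tracer. Read-out: percent inhibition. Replicates: singlicate testing.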
LEDGF integ inh = blockers of LEDGF/p75-dependent integrase strand transfer – biochemical, TR-FRET, high throughput, primary screen | TR-FRET IN-LEDGF/p75 DNA integration, Eu/Cy5 | AID 743269, 2014 | hit rate 0.64% among 370,000 | inhibition, % at 3.7 µM;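 active = inhibition above the screen-wide mean plus 3 SD, cut at about 13% in these data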;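 also: signal is the Cy5 over europium emission ratio at 671 and 618 nm; 0% = plate median of compound wells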
PG9 Ab binder = binders of HIV-1 gp120 antibody PG9, primary screen, biochemical, TR-FRET. hit rate 0.43% among 360,000. TR-FRET gp120-PG9 antibody binding. AID 624416, 2012. inhibition, % at 6.7 µM; in the data active = inhibition above about 8.5%
PRMT1 inh = PRMT1 methyltransferase inhibitors, primary screen, biochemical, fluorescence polarization. Protein arginine N-methyltransferase 1 (Homo sapiens), Q99873. recombinant PRMT1, activity-based probe fluorescence polarization. inhibition, % at 2.79 µM. hit rate 1.3% among 370,000. AID 652257, 2013;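 active = inhibition above about 21% made by adding two undisclosed values, limit read from the data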
HTRA1 inhibitor = HTRA1 serine protease inhibitors, primary screen, biochemical, fluorescence polarization, HTS; AID 504803, 2011; Q92743; hit rate 0.5% among 340,000; inhibition, % at 5.96 µM; recombinant HTRA1, FP-rhodamine activity-based probe; in the data active = inhibition above about 36%;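 also: 0% = enzyme with DMSO and 100% = wells lacking enzyme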
Target sequence (Q92743 whole entry, looked up): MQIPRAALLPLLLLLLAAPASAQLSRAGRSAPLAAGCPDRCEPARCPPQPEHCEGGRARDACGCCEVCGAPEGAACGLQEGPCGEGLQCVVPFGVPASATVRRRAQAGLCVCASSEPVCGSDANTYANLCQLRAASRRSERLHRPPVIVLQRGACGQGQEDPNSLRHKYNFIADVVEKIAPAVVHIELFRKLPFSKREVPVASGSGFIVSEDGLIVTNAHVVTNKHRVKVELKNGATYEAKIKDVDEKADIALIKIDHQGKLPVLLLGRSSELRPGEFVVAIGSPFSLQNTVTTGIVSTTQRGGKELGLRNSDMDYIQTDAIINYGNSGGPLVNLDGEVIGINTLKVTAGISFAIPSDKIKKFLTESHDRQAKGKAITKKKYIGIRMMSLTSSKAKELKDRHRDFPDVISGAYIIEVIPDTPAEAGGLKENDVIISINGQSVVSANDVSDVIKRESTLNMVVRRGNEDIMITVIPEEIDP
SIAE primary = human SIAE inhibitors, primary screen, biochemical, fluorescence polarization, FP-Rh probe, 1536-well HTS; Sialate O-acetylesterase (Homo sapiens), Q9HAT2; SIAE FP-Rh probe binding; inhibition, % at 9.66 µM; hit rate 0.69% among 370,000;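 active = inhibition above a cutoff: mean of compounds within the control limits plus 3 SD of those, cut at about 17% in these data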;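 also: 0% = plate median of compound wells and 100% = probe without SIAE protein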
Target sequence (Q9HAT2 whole entry, looked up): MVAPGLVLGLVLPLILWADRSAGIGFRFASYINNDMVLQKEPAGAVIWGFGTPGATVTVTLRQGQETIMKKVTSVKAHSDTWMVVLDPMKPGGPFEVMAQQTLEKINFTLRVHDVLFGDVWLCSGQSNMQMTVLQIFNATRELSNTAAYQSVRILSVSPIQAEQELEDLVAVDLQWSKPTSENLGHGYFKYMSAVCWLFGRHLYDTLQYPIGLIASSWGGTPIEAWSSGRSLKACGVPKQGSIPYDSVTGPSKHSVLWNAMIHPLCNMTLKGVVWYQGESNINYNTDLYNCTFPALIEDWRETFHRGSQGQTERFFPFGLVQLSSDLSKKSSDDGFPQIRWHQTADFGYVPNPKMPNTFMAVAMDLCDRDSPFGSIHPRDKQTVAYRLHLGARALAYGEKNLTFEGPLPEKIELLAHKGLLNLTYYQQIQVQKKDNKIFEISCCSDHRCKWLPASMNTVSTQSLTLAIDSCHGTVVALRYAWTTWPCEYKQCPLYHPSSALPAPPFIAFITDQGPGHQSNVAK
UHRF1 binding = UHRF1 methylated DNA binding inhibitors, primary screen, counter-screen for MBD2 inhibitor project, biochemical, TR-FRET, human UHRF1, single concentration; UHRF1 binding to methylated oligo; E3 ubiquitin-protein ligase UHRF1 (Homo sapiens), Q96T88; hit rate 0.75% among 370,000; inhibition, % at 4.4 µM; AID 687016, 2013; in the data active = inhibition above about 21%;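 also: UHRF1 SRA domain binding a hemimethylated CpG hairpin DNA probe; 0% = median of test compound wells and 100% = reference inhibitor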
* = called active by the depositor; / = not tested or not shown.

Start of the listing, in advance:
SMILES	TDP2 inh	TCR-CD3 inh	ABHD4 inh	DDE Tn7 FP inh	LEDGF integ inh	PG9 Ab binder	PRMT1 inh	HTRA1 inhibitor	SIAE primary	UHRF1 binding
Cc1c(C=O)c2ccccc2n1CC(=O)NCc1ccccc1	1	1	5	8	0	-1.1	1	5	-2	0
CCC(C)NC(=O)C1CCC(=O)N(c2cc(OC)c(OC)c(OC)c2)C1c1ccc(OC)cc1 (centres undefined)	-8	-4	-8	-3	3	-1.5	-1	12	9	4
CCn1cc(/C=C(\NC(=O)c2ccc(C)cc2)C(=O)NCCN2CCOCC2)c2ccccc21	-14	7	-8	0	6	-1.6	-1	2	-3	-5

Results (from the top)
SMILES	TDP2 inh	TCR-CD3 inh	ABHD4 inh	DDE Tn7 FP inh	LEDGF integ inh	PG9 Ab binder	PRMT1 inh	HTRA1 inhibitor	SIAE primary	UHRF1 binding
Cc1c(C=O)c2ccccc2n1CC(=O)NCc1ccccc1	1	1	5	8	0	-1.1	1	5	-2	0
CCC(C)NC(=O)C1CCC(=O)N(c2cc(OC)c(OC)c(OC)c2)C1c1ccc(OC)cc1 (centres undefined)	-8	-4	-8	-3	3	-1.5	-1	12	9	4
CCn1cc(/C=C(\NC(=O)c2ccc(C)cc2)C(=O)NCCN2CCOCC2)c2ccccc21	-14	7	-8	0	6	-1.6	-1	2	-3	-5
COC(=O)[C@@H]1C[C@@]2(c3ccccc3)c3ccccc3N(S(=O)(=O)c3ccccc3)[C@H]2N1C(=O)CNC/C=C(\C)CCC=C(C)C	-6	/	17	6	-2	/	0	/	4	1
Cc1cc(C(=O)N2CCCC(N3CCN(Cc4ccc5c(c4)OCO5)CC3)C2)n[nH]1 (centres undefined)	-3	1	-4	2	1	-0.3	1	1	3	0
CC1=NNC(=O)C1CC(=O)N/N=C(\C)c1cccs1 (centres undefined)	-1	4	6	-1	-2	-2.2	-2	-1	2	-5
C/C(=N/NS(=O)(=O)c1ccccc1)c1ccc(Cl)cc1	-11	-2	-1	-2	-12	-2.7	4	-3	0	2
COc1cc(OC)cc(C(=O)Nc2nnc(-c3cccnc3)o2)c1	-6	-5	2	0	-1	0.3	-4	9	5	-2
O=Cc1ccc(N2CCCCC2)cc1	-1	0	-3	2	1	0.6	-2	-1	2	0
C=C1CCC[C@]2(C)C[C@H]3OC(=O)C(CN4CC(C)OC(C)C4)[C@H]3C[C@@H]12 (some centres undefined)	-4	0	0	-2	4	-0.6	-2	2	-2	-3
O=C(NCc1ccccc1)C1=C[C@@H](C2CCCCC2)C[C@@H](OCCCCO)O1	3	0	7	2	4	-0.7	-1	-13	0	-5
CCN(c1ccc(NC(=O)COC(=O)C2CCN(c3ccc(C(F)(F)F)cn3)CC2)cc1)C(C)C	-11	-3	0	-10	3	2.2	2	8	9	1
Cc1ccc(-n2c(Cc3cccs3)nnc2SCC(=O)Nc2cccc3ccccc23)cc1	-22	/	-23	-6	3	/	-6	/	-22	2
COc1c[nH]n(-c2ccccc2)c(=O)c1=O	4	4	-2	-2	-2	0.2	-2	0	3	0
COc1ccc2ccccc2c1CNCCN1CCOCC1	4	-2	3	2	3	0.7	-2	1	3	-2
COc1ccc(CN2C(=O)C(CC(=O)NCc3cccc4ccccc34)CC(C(=O)N3CCOCC3)=C2C)cc1 (centres undefined)	0	-5	-3	3	3	1.8	5	0	1	0
O=C(O)c1ccc2nc(CO)[nH]c2c1	-6	-10	-15	6	1	2.3	7	1	-2	1
Cc1ccccc1Cn1nc(C)c(NC(=O)c2nc3n(n2)C(C(F)F)CC(C)N3)c1C (centres undefined)	-2	-4	-5	0	-8	1.4	-1	6	-6	4
O=C(O)C1CCc2sc3[nH]c(=S)n(-c4ccccc4)c(=O)c3c21 (centres undefined)	2	5	6	2	-3	-2.0	8	-4	-4	1
O=C(NC(=S)NCc1ccccc1)c1ccccc1Br	9	-2	-8	2	-6	-0.7	0	-15	-3	-1

3 entries from above in another layout:
compound: COc1c[nH]n(-c2ccccc2)c(=O)c1=O
  TDP2 inh: 4
  TCR-CD3 inh: 4
  ABHD4 inh: -2
  DDE Tn7 FP inh: -2
  LEDGF integ inh: -2
  PG9 Ab binder: 0.2
  PRMT1 inh: -2
  HTRA1 inhibitor: 0
  SIAE primary: 3
  UHRF1 binding: 0

compound: O=C(NCc1ccccc1)C1=C[C@@H](C2CCCCC2)C[C@@H](OCCCCO)O1
  TDP2 inh: 3
  TCR-CD3 inh: 0
  ABHD4 inh: 7
  DDE Tn7 FP inh: 2
  LEDGF integ inh: 4
  PG9 Ab binder: -0.7
  PRMT1 inh: -1
  HTRA1 inhibitor: -13
  SIAE primary: 0
  UHRF1 binding: -5

compound: COc1ccc(CN2C(=O)C(CC(=O)NCc3cccc4ccccc34)CC(C(=O)N3CCOCC3)=C2C)cc1 (centres undefined)
  TDP2 inh: 0
  TCR-CD3 inh: -5
  ABHD4 inh: -3
  DDE Tn7 FP inh: 3
  LEDGF integ inh: 3
  PG9 Ab binder: 1.8
  PRMT1 inh: 5
  HTRA1 inhibitor: 0
  SIAE primary: 1
  UHRF1 binding: 0

The list goes on.
SMILES	TDP2 inh	TCR-CD3 inh	ABHD4 inh	DDE Tn7 FP inh	LEDGF integ inh	PG9 Ab binder	PRMT1 inh	HTRA1 inhibitor	SIAE primary	UHRF1 binding
COc1ccc(-c2nc3n(n2)C(c2cccnc2)C(C(N)=O)=C(C)N3)cc1 (centres undefined)	-4	-3	-6	0	2	0.4	-1	4	-2	4
Cc1cnc(NC(=O)CSc2nnc(N)s2)s1	-3	-2	0	-3	0	-2.0	-3	2	-1	-2
O=C(Nc1ccc(Cl)cn1)C1CCCN1S(=O)(=O)c1ccccc1 (centres undefined)	1	5	-1	0	-5	-0.8	-2	-1	-4	2
Cc1cc(C)n2cc(CSc3ncccc3C(=O)O)nc2n1	7	5	-2	1	-2	-0.1	0	-5	6	0
COc1cccc(NS(=O)(=O)c2ccc(-n3cccn3)cc2)c1	8	10	-3	4	-3	-1.4	-1	-2	-8	-4
CC(C)CC(=O)Nc1ccc(-c2nnn(CC(=O)NCc3ccco3)n2)cc1	4	-3	-13	7	-2	0.7	1	-1	-7	0
O=C(Nc1ccc(Cl)cc1)Nc1ccc(Br)cn1	13	-5	0	1	-4	0.6	-9	-7	1	-3
CCOC(=O)C1(C)CCCN(C(=O)c2ccc(N(C)C)cc2)C1 (centres undefined)	5	1	3	6	2	-1.0	-1	/	4	1
CC(C)c1nnc(NC(=O)CCC(=O)NCc2ccc(F)cc2)s1	-11	0	-7	-2	0	-2.6	-6	5	1	1
CC(C)CN1CCN(C(=O)COC(=O)c2ccc(S(C)(=O)=O)c([N+](=O)[O-])c2)CC1	-4	0	5	-2	-1	0.1	1	/	5	-4
CCN(CC)CCCNC(=O)N[C@@H](Cc1ccccc1)C(=O)O	-4	8	-3	0	-1	0.2	-2	1	2	1
CCN(CC)S(=O)(=O)c1cccc(NC(=O)COC(=O)/C=C/c2ccco2)c1	5	-10	-4	-2	-1	-1.2	2	0	-1	2
O=S(=O)(c1ccc2ccccc2c1)N(CC1CO1)c1ccccc1 (centres undefined)	13	3	-2	-6	1	-1.0	1	-5	5	0
CCN(c1ccc2c(c1)OCO2)S(=O)(=O)c1cc(Br)cc2c1N(C(C)=O)CC2	-8	-4	1	5	5	0.3	8	7	-2	4
COC(=O)c1[nH]c2c(c1C)C(=O)CC(c1ccc(OC)cc1)C2 (centres undefined)	-5	-2	0	-10	2	-0.7	-5	-7	5	3
O=C1CCCC/C=C\C[C@H](CC(=O)N(CCO)Cc2ccccc2)C(=O)N[C@@H](c2ccccc2)CO1	1	5	-8	4	0	1.5	0	-2	2	-5
COc1ccc(-c2noc(CCC(=O)Nc3nc4ccccc4s3)n2)cc1	-12	-2	-10	0	-6	4.4	4	/	-17	3
CC1(C)CC(=O)C=C(N=CC2=C(O)CC(C)(C)CC2=O)C1	-3	5	4	-1	6	-1.5	-3	7	3	-1
O=C(CN1C(=O)S/C(=C/c2cccs2)C1=O)N1CCOCC1	-4	3	0	-11	-1	-1.3	1	5	-3	-1
Cc1onc(-c2ccccc2Cl)c1-c1nc(-c2ccncc2)no1	-10	4	-14	0	-1	0.8	-2	-6	-5	1
COC(=O)c1sc(NC(=S)NC(=O)c2cccc(C)c2)nc1C	-7	1	0	-1	-3	0.3	1	2	-1	0
CC(C)n1c(/N=C/c2c[nH]c3ccccc23)nc2ccccc21	-1	1	-3	-3	2	1.1	2	1	-1	3
O=C(CSCCO)Nc1ccc(C23CC4CC(CC(C4)C2)C3)cc1	-1	-1	-5	8	0	-2.2	0	-5	-3	1
Nc1cccc(-c2cc3ccccc3oc2=O)c1	3	8	1	8	-2	-1.3	-1	1	4	-7
O=C(O)CNc1nc(Cl)ccc1[N+](=O)[O-]	7	0	2	-6	-1	-0.7	0	-7	7	-3
COc1ccc(-c2nnc3ccc(SCc4ccccc4)nn23)cc1	-7	-6	-2	3	-2	1.5	0	-12	-2	-1
OC[C@@H]1CN(Cc2ccc(Cl)cc2)C[C@H](n2cnc3c(NC4CCC4)ncnc32)O1	-4	3	6	5	-1	0.1	2	/	-4	0
CNS(=O)(=O)c1ccc(CCC(=O)N2CCOCC2)cc1	-2	2	0	-1	-8	-1.7	2	3	-3	1
CCCCc1nc2ccccc2c(=O)n1NC(=O)c1c(O)c2ccccc2n(C)c1=O	-6	2	3	-4	1	-2.3	-2	3	2	-1
